Assay outcomes (PubChem)
HP1b binding inh: blocks HP1-beta chromodomain binding to methylated histone tails | AID 540317 | Potency, µM (series often up to 114 µM), without a hit: top-dose activity change, negative = inhibition, usual class: inhibitors | 0.56% of 390,000 active | AlphaScreen HP1-beta / biotin-H3K9me3 peptide binding | P83916; also: potency is read from the fitted curve at half-maximal effect; nearly all actives have a fitted effect of over 70% in size; inactives centre near 23
Target sequence (P83916 whole entry, looked up): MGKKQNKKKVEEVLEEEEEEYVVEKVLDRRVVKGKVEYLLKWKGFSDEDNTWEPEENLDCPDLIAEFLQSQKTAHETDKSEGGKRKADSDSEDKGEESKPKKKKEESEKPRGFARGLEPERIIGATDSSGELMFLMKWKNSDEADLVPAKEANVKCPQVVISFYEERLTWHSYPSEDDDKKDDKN
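Compound inhibition of the preformed complex between 50 nM HP1-beta and 50 nM biotinylated H3K9me3 peptide was read by AlphaScreen. Buffer was PBS pH 7.4 with 0.01% Tween-20. Incubations ran 30 min at room temperature, with 10 ug/mL donor/acceptor beads.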
Pin1 inh: blocks the human prolyl isomerase Pin1 | Q13526 | Pin1 FP peptide displacement, HiFluor488, 10 min | Potency, µM (titrated, usually from 115 µM), for inactives: at the highest dose activity, negative = inhibition, usual class: inhibitors | 0.009% of 390,000 active; active = well fitted inhibition curve with a large enough effect in the polarisation, with a control signal flat, not every such curve was filed as active; inconclusive = small, poorly fitted or top-dose-only effect, or effect the other way, or a change in a side signal; inactive = no such curve, though single readings can be large or run the other way; the % refers to the polarisation; also: potency is read from the fitted curve at half-maximal effect; % is scaled to controls: 0 for no effect and ±100 for the full control effect
Target sequence (Q13526 whole entry, looked up): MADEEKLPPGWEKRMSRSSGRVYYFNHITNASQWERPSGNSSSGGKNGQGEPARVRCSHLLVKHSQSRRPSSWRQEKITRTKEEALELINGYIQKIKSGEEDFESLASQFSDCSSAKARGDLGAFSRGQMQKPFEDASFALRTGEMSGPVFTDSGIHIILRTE
JMJD2A Tudor inh: JMJD2A Tudor domain (human) inhibition | AlphaScreen JMJD2A-Tudor / H3K4me3 peptide binding | O75164 | Potency, µM (titrated, usually from 114 µM), inactives show top-dose activity change, negative = inhibition, actives largely listed as inhibitors | 4.4% of 390,000 active | AID 504339; also: potency is read from the fitted curve at half-maximal effect; % is scaled to controls: 0 for no effect and ±100 for the full control effect; nearly all actives have a fitted effect of over 50% in size
PGK inhibitor: T. brucei PGK inhibition. PGK/GAPDH coupled, Kinase-Glo luminescence, 60 min. Potency, µM (series often up to 57.5 µM), without a hit: at the highest dose activity change, negative = inhibition, hits mostly inhibitors. 0.043% of 380,000 active. AID 602233; also: potency is read from the fitted curve at half-maximal effect; % is scaled to controls: 0 for no effect and ±100 for the full control effect; nearly all actives have a fitted effect of over 60% in size
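Recombinant glycosomal PGK reaction used 1,3-bisphosphoglycerate generated in-well by GAPDH (100nM final) in 100mM TEA pH 7.6, 5mM MgCl2, 0.01% Tween-20. After 60 minutes at room temperature, ATP was read by Kinase-Glo Plus luminescence end-point.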
GLS inh: inhibitors of human glutaminase (GLS). O94925. GLS enzymatic activity, qHTS titration. Potency, µM (highest dose often 45.5 µM), without a hit: at the top dose activity change, negative = inhibition, most hits filed as inhibitors. 0.21% of 410,000 active; also: potency is read from the fitted curve at half-maximal effect; % is scaled to controls: 0 for no effect and ±100 for the full control effect
Target sequence (O94925 whole entry, looked up): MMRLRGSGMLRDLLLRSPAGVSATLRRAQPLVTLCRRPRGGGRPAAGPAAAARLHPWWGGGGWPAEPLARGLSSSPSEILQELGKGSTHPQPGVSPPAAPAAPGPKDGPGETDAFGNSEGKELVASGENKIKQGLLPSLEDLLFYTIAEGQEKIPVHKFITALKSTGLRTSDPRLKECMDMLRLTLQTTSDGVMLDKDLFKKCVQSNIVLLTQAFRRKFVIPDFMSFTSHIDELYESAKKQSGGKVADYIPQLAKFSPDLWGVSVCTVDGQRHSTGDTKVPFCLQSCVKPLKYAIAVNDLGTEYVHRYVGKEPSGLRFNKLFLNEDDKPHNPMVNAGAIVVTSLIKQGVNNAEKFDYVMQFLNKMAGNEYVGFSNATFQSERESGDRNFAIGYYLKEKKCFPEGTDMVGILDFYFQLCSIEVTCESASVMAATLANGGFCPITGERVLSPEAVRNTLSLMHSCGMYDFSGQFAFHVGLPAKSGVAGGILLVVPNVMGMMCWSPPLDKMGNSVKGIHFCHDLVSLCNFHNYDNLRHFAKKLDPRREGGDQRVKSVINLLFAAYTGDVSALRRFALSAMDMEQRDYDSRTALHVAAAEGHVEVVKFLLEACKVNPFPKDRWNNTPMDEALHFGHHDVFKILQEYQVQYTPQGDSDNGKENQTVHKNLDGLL
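Glutamate formation by hKGA was monitored fluorometrically using coupled glutamate oxidase, HRP and Amplex Red. Substrate was added as 1 mM L-glutamine solution; incubation was 30 min at RT after an initial read.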
PI4K2A block: inhibitors of human PI4K2A. purified PI4K2A, ADP-Glo luminescence, 1 h; active compounds read low. activity change, negative = inhibition, % at 76.9 µM. AID 1346378. 0.13% of 420,000 active. Q9BTU6; in the data active = activity change below about -50%; inconclusive = mostly about -30% to -49%;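 also: -100% = wells without enzyme as full effect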
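PI4K2A activity was measured by ADP-Glo luminescence: enzyme (4 ug/mL stock) and phosphatidylinositol (1.2 mM stock) in Tris pH 7.5/MgCl2/EGTA/Triton X-100 buffer were reacted with ATP (300 microM stock) for one hour at ambient temperature.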
G9a inh: inhibitors of human histone lysine methyltransferase G9a; G9a H3K9 monomethylation, AlphaScreen, 2 h; Q96KQ7; 8.8% of 350,000 active; Potency, µM (titrated, usually from 102 µM), for the others: top-dose activity, negative = inhibition, most hits filed as inhibitors; also: potency is read from the fitted curve at half-maximal effect; % is scaled to controls: 0 for no effect and ±100 for the full control effect; nearly all actives have a fitted effect of over 75% in size
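Readings reflect AlphaScreen signal from monomethyl-H3K9 antibody detection. HMT at 20 nM; substrate b-H3K9 500 nM; cofactor SAM 20 uM; 2 h RT reaction; compounds tested as titrations in qHTS with 15 min preincubation.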
Pol eta inh: DNA polymerase eta (human) inhibition. 1.2% of 390,000 active. Potency, µM (top dose mostly 114 µM), for the others: at the highest dose activity change, negative = inhibition, hits mostly inhibitors. Q9Y253. AID 588591. recombinant Pol eta, fluorescent DNA replication assay; also: potency is read from the fitted curve at half-maximal effect; % is scaled to controls: 0 for no effect and ±100 for the full control effect
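Pol eta (10 nM) was preincubated with compounds for 15 min at room temperature, after which fluorescent replication substrate (50 nM final) was added to start the reaction. Fluorescence was read kinetically at 0 and 10 min.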
BAZ2B block: blocks human BAZ2B; AlphaScreen BAZ2B-H3K14Ac peptide displacement; 4.4% of 360,000 active; Potency, µM (top dose mostly 114 µM), inactives show at the highest dose activity change, negative = inhibition, usual class: inhibitors; also: potency is read from the fitted curve at half-maximal effect; % is scaled to controls: 0 for no effect and ±100 for the full control effect; nearly all actives have a fitted effect of over 60% in size
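Protein-peptide AlphaScreen: BAZ2B 50 nM, b-H3K14Ac 50 nM, 1x PBS pH 7.4 + 0.01% Tween-20. Preincubation 30 min RT; cpd 30 min RT (top 110 uM); beads 20 min RT, light-protected.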
* hit, by the source's call; i = inactive; ? = inconclusive; · = not tested or not shown; [ ] = remark or other dose. Unless noted, calls follow the shape of the dose curve; as a rule, active = well fitted curve in the direction sought with a large enough effect; inconclusive = small, poorly fitted or top-dose-only effect, or another doubt; inactive = no such curve, though single readings can be large; an effect the other way counts as inactive or inconclusive.

SMILES	HP1b binding inh	Pin1 inh	JMJD2A Tudor inh	PGK inhibitor	GLS inh	PI4K2A block	G9a inh	Pol eta inh	BAZ2B block
COc1ccc(CCNS(=O)(=O)c2csc(C(N)=O)c2)cc1OC	43%[activator]	-22%	-2%	i	-13%	2	9%	-3%	-6%
CN1CCN(CC(=O)c2cc(C(C)(C)C)c(O)c(C(C)(C)C)c2)CC1	42%[activator]	2%	?	-2%	-17%	15	32µM*	-4%	-31%
CCN(C(=O)COC(=O)/C(C#N)=C/c1ccc(N(C)C)cc1)C1CCS(=O)(=O)C1 (centres undefined)	31%	?	-8%	-7%	-16%	-3	·	-19%	·
COc1ccc(S(=O)(=O)Nc2cc(C(=O)NCCCN3CCOCC3)ccc2N2CCOCC2)cc1	68%[activator]	4%	-22%	-2%	2%	-1	?	-9%	-32%
O=C(Cn1c(CCCO)nc2ccccc21)Nc1ccccc1-c1ccccc1	-7%	-1%	-13%	1%	14%	-12	10%	-29%	1%
O=C(Nc1nc2cc3c(cc2s1)OCO3)C1=COCCO1	48%[activator]	15%	-13%	i	5%	-13	?	-17%	-17%
Cc1ccc(S(=O)(=O)/N=C2\CN(C)C(=O)N2C)cc1	32%	-3%	-9%	-2%	-9%	-1	20%	-13%	3%
Cc1cc(C)c(C#N)c(SCSCc2ccccc2)n1	190%[activator]	-1%	156%[activator]	-6%	7%	-1	161%[activator]	-2%	117%[activator]
CCOc1cc(NC(=S)NCCCN2CCOCC2)c(OCC)cc1NC(=O)c1cccc(F)c1	46%[activator]	-1%	-15%	-1%	5%	0	·	-21%	-15%
Cc1ccc2c(c1)N(C(=O)CCC(=O)Nc1ccccc1Br)CC(C)O2 (centres undefined)	32%	-3%	-5%	i	-4%	0	14%	-5%	7%
CNC(=O)CCCc1nc(-c2ccccc2Cl)no1	-14%	-2%	-22%	-3%	-2%	12	-12%	-4%	1%
O=C(CN(CC1CCCO1)C(=O)c1nsc(Cl)c1Cl)NC1CCCC1 (centres undefined)	46%[activator]	-8%	-1%	2%	14%	-2	0%	-7%	-5%
CCCCn1c(N)c(N(CC(C)C)C(=O)c2ccc(-c3ccc(C(C)=O)cc3)o2)c(=O)[nH]c1=O	26%	34%[activator]	-9%	i	-8%	-5	4%[2.33 µM]	-17%	4%
Cc1cc(=O)oc2cc(O[C@@H]3O[C@H](CO)[C@H](O)[C@H](O)[C@H]3O)ccc12	27%	4%	13%	-11%	-7%	3	-4%	-7%	-9%
O=C(NCc1cccnc1)c1ccc(COc2ccc(Cl)cc2)cc1	59%[activator]	0%	2%	·	5%	-6	-1%	-21%	-8%
CCOc1ccc(NC(=O)CN(C)C(=O)c2cc(S(=O)(=O)N3CCCCC3)ccc2C)cc1OCC	26%	8%	-19%	0%	3%	-1	-32%	-18%	-4%
O=C(CN1CCN(S(=O)(=O)c2ccc(F)cc2)CC1)NCC1(N2CCOCC2)CCCCC1	36%	3%	-10%	8%	-7%	4	20%[2.33 µM]	-6%	6%
CC(NC(=O)C(=O)NCCc1c[nH]c2ccccc12)c1ccccc1 (centres undefined)	40%[activator]	1%	-1%	-9%	-6%	3	-11%	-21%	-17%
O=C(COc1cc(Cl)ccc1Cl)Nc1ccc2c(c1)CCC2	23%	1%	-5%	-2%	-1%	0	-2%[59 µM]	-6%	-4%
Cc1cc(C)cc(NC(=O)CSc2nccn2-c2ccccc2)c1	13%[57 µM]	2%	?	i	-6%	-2	?	-15%	?
CCc1cccc(CC)c1NC(=O)COC(=O)Cc1ccsc1	14%	-1%	-5%	-1%	11%	-3	-11%	-17%	-4%
COc1ccc(/C=N/NC(=O)c2nnn(-c3nonc3N)c2C)cc1OC	·	·	·	-6%	-1%	-3	·	-16%	·
O=C1c2ccccc2C(=O)C1Cc1cccc2ccccc12	-30%	3%	?	-12%	0%	0	50µM*	-10%	?
COc1cc(Br)ccc1C1C(C(=O)Nc2ccc(C)cc2C)=C(C)Nc2nnnn21 (centres undefined)	27%	4%	-9%	3%	-1%	3	-4%[59 µM]	-24%	-38%
COc1ccc(Cl)cc1NC(=O)CN(C)C(=O)COc1ccccc1F	58%[activator]	-3%	-1%	-2%	0%	-3	-8%[59 µM]	-1%	-19%
O=C1Nc2ccccc2O/C1=C\c1c(F)cccc1Cl	47%[activator]	1%	-4%	-9%	-5%	-3	?	-11%	6%
O=C(CSc1nnc(-c2ccccc2F)o1)Nc1cccc(C(F)(F)F)c1	33%	-8%	-6%	·	-2%	3	-1%[59 µM]	·	-13%
O=S(=O)([N-]c1nc2ccccc2nc1-[n+]1ccc(-c2ccncc2)cc1)c1ccccc1	9%	·	-10%	i	0%	-18	-26%	-15%	-19%
COc1ccc(N(C(=O)c2snc(C(N)=O)c2N)C(C(=O)NCc2ccccc2)c2ccc(F)cc2)c(OC)c1 (centres undefined)	25%	-1%	1%	i	0%	2	-7%	-11%	0%
O=C(c1noc2c1CCCC2)N1CCCC(N2CCN(c3ccccc3F)CC2)C1 (centres undefined)	44%[activator]	-8%	-14%	-9%	-3%	5	10%	-3%	-19%
CCC(=O)Nc1cccc(-n2nnnc2SCC(=O)NCc2ccco2)c1	8%	2%	-17%	-4%	-8%	-12	22%[59 µM]	-14%	-36%
CC(=O)C1=C(O)C(=O)N(c2ccccn2)C1c1ccc(Cl)cc1 (centres undefined)	11%	-1%	-3%	-7%	-2%	6	-14%	-8%	10%
CCc1onc(C)c1C(=O)Nc1ccc2c(c1)OCO2	45%[activator]	-10%	9%	-16%	5%	-3	3%	-18%	8%
Cc1cccc(OCc2cc(=O)n3c(-c4ccccc4)csc3n2)c1C	32%	17%	-19%	-2%	-3%	-4	9%[59 µM]	?	-22%
C#CCSc1nc2sc3c(c2c(=O)n1-c1cccc(OC)c1)CCN(C(C)=O)C3	-3%	?	89µM*	3%	8%	-3	?	-18%	?
Cc1ccc(CNS(=O)(=O)c2cn(C)c(=O)n(C)c2=O)cc1	13%	3%	1%	-6%	5%	-2	36%	-16%	-2%
CC(C)c1nc(SCC(=O)Nc2cccc(S(N)(=O)=O)c2)n[nH]1	27%	-9%	4%	6%	2%	11	5%	-16%	?
CC(=O)N1CCCC1c1nc2ccccc2n1Cc1ccccc1 (centres undefined)	36%[activator]	-2%	-1%	-6%	-11%	1	?	-21%	4%
N#C/C(=C/c1ccc(N2CCCC2)c([N+](=O)[O-])c1)c1nc2ccccc2[nH]1	8%	0%	-12%	-9%	·	2	11%[2.33 µM]	?	-5%
COc1ccc(O)c(C(c2c(C)[nH][nH]c2=O)c2c(C)[nH][nH]c2=O)c1	21%	-2%	2%[11.4 µM]	-5%	?	-62*	-49%	-13%	-9%
CCOC(=O)N1CCC(N2CC34C=CC(O3)C(C(=O)Nc3ccc(C(C)C)cc3)C4C2=O)CC1 (centres undefined)	65%[activator]	-2%	-3%	i	-8%	4	-4%	-8%	6%
COc1ccc(CNC(=O)C2CCCN(C(=O)Nc3ccc(OC)cc3)C2)cc1 (centres undefined)	-9%	0%	-6%	-7%	8%	-18	0%[59 µM]	-14%	6%
O=C(COC(=O)CCN1C(=O)c2cccc([N+](=O)[O-])c2C1=O)NCc1ccccc1	46%[activator]	1%	0%	-8%	-6%	3	-40%	-13%	-3%
FC(F)(F)c1ccc(N/N=C/c2cccnc2)nc1	14%	-1%	-22%	3%	1%	2	-4%[59 µM]	0%	4%
C=CCSC(=C(C#N)C#N)c1cc2c([nH]1)CCCC2	?	19%	50µM*	-10%	6%	2	-48%[12.7 µM]	-11%	50µM*
CC1Cc2cc(S(=O)(=O)CCC(=O)Nc3ccc(F)cc3)ccc2N1C(=O)C1CC1 (centres undefined)	34%	-2%	-10%	-6%	0%	0	?	-15%	-14%
O=C(Nc1ccc2c(c1)OCO2)Nc1cnccn1	14%	4%	-10%	-2%	-7%	4	-4%[59 µM]	-15%	11%
Cn1cc(SCC(=O)N2CCOCC2)c2ccccc21	37%[activator]	1%	-8%	-6%	8%	-3	-30%[59 µM]	-14%	35%[activator]
COc1cccc(CNC(=O)C2CCN(S(=O)(=O)c3ccc4c(c3)CC(C)N4C(C)=O)CC2)c1 (centres undefined)	15%	2%	3%	7%	-1%	1	-7%	4%	0%
C/C(=N\NC(=O)c1nonc1N)c1cccs1	33%	10%	-9%	-10%	-2%	1	15%	-12%	4%
CC1CCN(CC(=O)Nc2ccc(S(=O)(=O)NC3CC3)cc2)CC1	?	-9%	20µM*	i	3%	6	14µM*	-11%	50µM*

Random excerpt: 2 records from the list, in no set order.
SMILES	HP1b binding inh	Pin1 inh	JMJD2A Tudor inh	PGK inhibitor	GLS inh	PI4K2A block	G9a inh	Pol eta inh	BAZ2B block
COc1cccc(CNC(=O)C2CCN(S(=O)(=O)c3ccc4c(c3)CC(C)N4C(C)=O)CC2)c1 (centres undefined)	15%	2%	3%	7%	-1%	1	-7%	4%	0%
C#CCSc1nc2sc3c(c2c(=O)n1-c1cccc(OC)c1)CCN(C(C)=O)C3	-3%	?	89µM*	3%	8%	-3	?	-18%	?

An excerpt. The share of hits here may be higher or lower than overall.
